MCL1 BIM primary – inhibitors of human MCL1 binding to BIM-BH3 peptide | Q07820 | inhibition, % at 10.9 µM | GST-MCL1 / FITC-Bim-BH3 fluorescence polarization | actives 0.68% (n = 320,000) | AID 2057;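 active means inhibition above the mean inhibition of all tested compounds plus 3 SD, set per campaign, cut at about 40% in these data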;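 further: 0% = DMSO wells and 100% = unlabeled Bim-BH3 peptide control; higher means more loss of mP so more displacement of Bim peptide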
Target sequence (Q07820 whole entry, looked up): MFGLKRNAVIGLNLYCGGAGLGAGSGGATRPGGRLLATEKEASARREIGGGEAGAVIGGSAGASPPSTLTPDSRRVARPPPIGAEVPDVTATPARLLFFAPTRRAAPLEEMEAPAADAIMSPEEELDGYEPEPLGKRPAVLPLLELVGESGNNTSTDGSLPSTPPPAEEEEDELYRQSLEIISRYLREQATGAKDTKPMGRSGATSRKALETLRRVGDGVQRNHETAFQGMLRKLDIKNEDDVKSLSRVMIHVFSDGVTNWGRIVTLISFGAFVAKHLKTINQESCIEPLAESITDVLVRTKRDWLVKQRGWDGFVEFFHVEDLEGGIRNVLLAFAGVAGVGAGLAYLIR
GRK2 inh – inhibitors of human GRK2 displacing RNA aptamer. P25098. bead flow cytometry, FAM-aptamer displacement from GRK2. inhibition of aptamer binding, % at 10 µM. actives 0.59% (n = 330,000). AID 488847;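 active means inhibition of aptamer binding above 40%, roughly 3 SD of noise, on plates passing a quality check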;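 further: median bead fluorescence of bound FAM aptamer so fluorescent compounds give negative values; no value below 0 was filed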
BCLXL inh – inhibitors of human Bcl-xL. Q07817. GST-Bcl-xL / FITC-Bim BH3 peptide fluorescence polarization. inhibition, % at 10.9 µM. actives 0.7% (n = 320,000). AID 2129;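 active means inhibition above the mean of all tested compounds plus 3 SD, cutoff set per campaign, cut at about 30% in these data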;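 further: 0% = DMSO wells and 100% = unlabeled Bim-BH3 peptide competitor; inhibitors lower millipolarization by displacing the labeled peptide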
Target sequence (Q07817 whole entry, looked up): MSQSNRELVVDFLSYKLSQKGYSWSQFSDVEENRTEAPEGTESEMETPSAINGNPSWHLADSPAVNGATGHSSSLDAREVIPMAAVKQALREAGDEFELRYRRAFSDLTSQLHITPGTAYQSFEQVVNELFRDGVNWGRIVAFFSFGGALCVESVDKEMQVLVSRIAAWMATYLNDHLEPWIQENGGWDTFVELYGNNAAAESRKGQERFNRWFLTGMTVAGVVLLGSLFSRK
MEX-5 binding – C. elegans MEX-5 TCR-2 RNA binding activity; MEX-5/FITC-TCR2 RNA binding, fluorescence polarization; hits give low values; activity score (negative = inhibition of binding), % at 10 µM; actives 0.38% (n = 300,000); AID 1832;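 active means inhibition past about -25% in most replicates, and total fluorescence under double the plate's negative control median, limit read from the data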;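 further: 0% = DMSO and -100% = 5 µM competing unlabeled TCR2 RNA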
Target sequence (Q9XUB2 whole entry, looked up): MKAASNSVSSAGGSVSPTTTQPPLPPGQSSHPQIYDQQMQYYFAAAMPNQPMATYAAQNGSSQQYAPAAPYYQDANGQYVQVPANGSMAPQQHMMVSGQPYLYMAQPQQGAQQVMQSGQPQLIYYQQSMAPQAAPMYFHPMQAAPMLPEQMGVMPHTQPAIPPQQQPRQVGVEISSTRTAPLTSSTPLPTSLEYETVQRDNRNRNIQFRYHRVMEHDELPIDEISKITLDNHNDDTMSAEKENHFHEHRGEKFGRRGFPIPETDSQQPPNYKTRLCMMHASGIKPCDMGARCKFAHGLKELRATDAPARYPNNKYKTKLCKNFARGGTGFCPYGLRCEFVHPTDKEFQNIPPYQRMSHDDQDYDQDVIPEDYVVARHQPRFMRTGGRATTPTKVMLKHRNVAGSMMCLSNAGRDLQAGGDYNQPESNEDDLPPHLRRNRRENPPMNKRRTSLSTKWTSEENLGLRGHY
VLA-4 inh – inhibition in a human VLA-4 binding assay; P13612; VLA-4 expressing cells, ligand binding flow cytometry; inhibition, % (about 7 µM as worked out from the volumes in the protocol); actives 0.2% (n = 330,000); AID 2557; in the data active means inhibition above about 50%
AGP1-GFP MLPCN – modulators of TOR pathway AGP1-GFP in S. cerevisiae. S. cerevisiae AGP1-GFP multiplex flow cytometry, 3 h; GFP as percent of DMSO wells. GFP response vs DMSO, % at 10 µM. actives 0.02% (n = 320,000). AID 2066;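 active means GFP response relative to DMSO above a set limit, near screen average plus 3 SD, cut at about 150% in these data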;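 further: median GFP channel fluorescence of the gated AGP1 strain per well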
CIT2 TOR yeast – alters CIT2-GFP fluorescence in TOR pathway yeast screen | S. cerevisiae CIT2-GFP strain, flow cytometry, 3 h; 100 means same as DMSO wells | GFP response vs DMSO, % at 10 µM | actives 0.065% (n = 320,000) | AID 2029;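 active means GFP response relative to DMSO above a set limit, near the screen mean plus 3 SD, cut at about 150% in these data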;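 further: ratio of well median GFP fluorescence to mean of DMSO wells on the plate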
Fam108B inh – Fam108B inhibition, counter-screen for RBBP9 inhibitors; recombinant Fam108B, FP-Rh probe fluorescence polarization; actives 0.33% (n = 300,000); AID 1947; inhibition, % at 9.51 µM;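 active means inhibition above the screen mean inhibition plus 3 SD, computed separately per campaign, cut at about 18% in these data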;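 further: inhibitors lower polarization as less probe binds the enzyme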
GLD-1 TGE inh – GLD-1-TGE RNA interaction inhibition (C. elegans) | Q17339 | purified GLD-1 + fluorescein TGE RNA, fluorescence polarization | inhibition, % at 5.96 µM | actives 0.44% (n = 320,000) | AID 2280;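 active means percent inhibition above a per-plate cutoff, the plate mean of test compounds plus 3 SD, cut at about 30% in these data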;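 further: 0% = DMSO wells with GLD-1 and probe and 100% = wells lacking GLD-1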
The depositor's hits bear a star; nt = not tested or not shown. Hits appear at their usual frequency. About 2.2% of those tested had a hit in this group.

SMILES | MCL1 BIM primary | GRK2 inh | BCLXL inh | MEX-5 binding | VLA-4 inh | AGP1-GFP MLPCN | CIT2 TOR yeast | Fam108B inh | GLD-1 TGE inh
O=C(CSc1ccsc1[N+](=O)[O-])NCc1ccco1 | 14 | 0 | 6 | 0.0 | -4 | 102 | 102 | 0 | 3
CCN1c2ccccc2N(C)C1(C)c1ccccc1 (centres undefined) | 94* | 19 | 88* | nt | -51 | 95 | 102 | -1 | 66*
O=C(CSc1nnc(Nc2ccccc2)s1)NC1CCS(=O)(=O)C1 (centres undefined) | nt | 0 | nt | nt | 1 | 97 | 102 | nt | -1
CCOC(=O)N1CCC(NC(=O)Cn2cc3c(n2)CCC(C)C3)CC1 (centres undefined) | 6 | 0 | 1 | 1.8 | -14 | 104 | 111 | -1 | 8
O=C1NN=C(c2ccc(Cl)cc2)CC1c1cccc(Cl)c1 (centres undefined) | 0 | 4 | 1 | 2.2 | -220 | 85 | 76 | -2 | 2
COc1ccc(CC(=O)NC(=S)NNC(=O)COc2c(C)cccc2C)cc1 | 3 | 0 | 12 | -0.2 | -10 | 89 | 82 | 2 | -3
O=C(CN(Cc1ccccc1)S(=O)(=O)c1ccccc1)N/N=C/c1ccccc1C(=O)O | 8 | 19 | 5 | -0.1 | 4 | 104 | 93 | 1 | 0
Cc1sc(NC(=O)COc2ccccc2)c(C#N)c1-c1ccccc1 | -11 | 0 | -2 | 1.5 | 18 | 102 | 94 | 1 | 1
CC(=O)CCN1CCOCC1 | -7 | 2 | -4 | -2.6 | 0 | 107 | 103 | 2 | 0
COc1ccc2c(c1OC)C(=O)N(c1ccc(C)cc1)C2=O | -1 | 0 | -2 | -0.7 | -4 | 87 | 97 | -2 | 6
CC1(OC(=O)C2CCCC2)C(=O)C=C2C=C(c3ccsc3)N(Cc3ccc4c(c3)OCO4)C=C2C1=O (centres undefined) | 8 | 5 | 2 | 1.1 | 18 | 109 | 101 | 7 | 13
O=C(NCc1n[nH]c(=S)n1-c1ccccc1)c1ccc(S(=O)(=O)N2CCCCC2)cc1 | -12 | 0 | -8 | -0.6 | -4 | 103 | 110 | 3 | 0
Cc1cc(C)c2cc(C(c3nnnn3CC3CCCO3)N3CCN4CCCC4C3)c(=O)[nH]c2c1 (centres undefined) | 6 | 0 | 5 | 1.1 | 0 | 98 | 87 | -3 | 3
COC(=O)c1cc(S(=O)(=O)NCc2cc(OC)c(OC)c(OC)c2)cn1C | -1 | 0 | -1 | 0.1 | 0 | 95 | 101 | -3 | 6
Cc1cc(C)c2c(=O)n(CC(=O)Nc3cccc(Cl)c3C)sc2n1 | 1 | 0 | 6 | 1.1 | 6 | 101 | 95 | 4 | -1
COc1ccc(-c2nnc(NC(=O)CSc3ccc(C)cc3)s2)cc1OC | 7 | 3 | 2 | 2.9 | 0 | 104 | 99 | 3 | 4
CNC(=O)C(=O)N/N=C/c1ccc(Br)cc1 | 3 | 0 | 3 | 1.3 | 31 | 102 | 96 | 4 | 2
COc1ccc(-n2c(C)cc(C(=O)COC(=O)c3cc(NC(=O)c4cccs4)c(OC)c(OC)c3)c2C)cc1 | -9 | 4 | 1 | 1.6 | 4 | 98 | 102 | 2 | -1
CC(C)c1nc(CNC(=O)C2CCC(=O)N(Cc3ccc(Cl)cc3)C2)no1 (centres undefined) | -2 | 3 | 2 | 5.8 | 2 | 94 | 98 | 1 | 6
Cn1c2c(c(=O)n3ncnc13)CCCC2 | 8 | 1 | 2 | 1.5 | -2 | 108 | 104 | 2 | 8
CC(C)(C)C(=O)NNC(=O)c1cc(C(C)(C)C)nn1Cc1ccccc1 | -4 | 3 | 3 | 0.1 | 16 | 102 | 90 | 0 | 2
N#C/C=C(/N)c1ccc(Br)cc1 | 1 | 0 | -4 | 3.8 | -1 | 101 | 120 | -4 | -21
CCSc1nc(C2CC2)cc(-c2cccs2)c1C#N | 4 | 6 | 2 | 1.0 | 0 | 102 | 98 | 1 | 2
NC(=O)c1nsc(C(=O)N(CC(=O)NC2CCCCC2)c2cccc(F)c2)c1N | 1 | 3 | -2 | 0.8 | 0 | 105 | 104 | -3 | -3
CCCCCCn1c2c(c(=N)c3c1CCC3)CCC2 | -3 | 4 | 3 | -1.2 | -66 | 88 | 90 | 2 | 5
Cc1ccccc1Nc1nc(N)nc(COC(=O)C(NC(=O)c2ccco2)C(C)C)n1 (centres undefined) | 6 | 1 | 5 | -1.7 | 4 | 106 | nt | 1 | 1
CCCN(CCO)Cc1cccc(Oc2ccccc2)c1 | 4 | 2 | 0 | -3.3 | 21 | 99 | 94 | 5 | 11
CCc1ccc(N2CC(C(=O)OCC(=O)NNC(=O)c3ccccc3)CC2=O)cc1 (centres undefined) | 9 | 2 | 5 | -1.3 | -1 | 105 | 96 | 1 | 9
Cc1cc2cc(CNC(=O)Cc3ccc([N+](=O)[O-])cc3)ccc2n1C | 16 | 11 | 19 | -1.3 | 2 | 115 | 94 | -3 | 19
CCCc1cc(NCCCn2ccnc2)n2nc(C)c(-c3ccccc3)c2n1 | 2 | nt | 4 | 0.4 | 2 | 103 | 94 | 3 | 6
CCOC(=O)c1ccc(NS(=O)(=O)c2cnc[nH]2)cc1 | -5 | 5 | -1 | 1.6 | 9 | 103 | 106 | -1 | -6
O=C(CCC(=O)N(CC(=O)NC1CCCC1)Cc1ccc2c(c1)OCO2)Nc1ccccn1 | 7 | 6 | 5 | -1.8 | 0 | 105 | 107 | 1 | 6
CC(C(=O)O)N1C(=O)CSC1=S (centres undefined) | 6 | 0 | 7 | 0.2 | 16 | 99 | 88 | 1 | 6
O=C(c1cccc(S(=O)(=O)NCc2ccccc2)c1)N1CCN(c2ccccc2)CC1 | nt | 0 | nt | nt | 2 | 99 | 102 | nt | 6
COc1ccc(N2CCCn3c2nc2c3c(=O)n(CCc3ccccc3)c(=O)n2C)cc1 | 2 | 0 | 4 | -0.7 | 8 | 100 | 108 | -2 | 5
Cc1cc(C)n(-c2ccc(C(=O)OCC(=O)NC(c3ccccc3)c3ccccc3)cc2)n1 | -6 | 0 | -2 | 1.5 | -4 | 97 | 98 | 2 | 2
OCC#Cc1ncc(C(F)(F)F)cc1Cl | -2 | 0 | 0 | 1.7 | -8 | 107 | 96 | -2 | 0
CCCN1C(=O)c2cc(C(=O)Nc3ccccc3OC)ccc2C1Nc1ccccc1OC (centres undefined) | 0 | 0 | 1 | 3.3 | -5 | 102 | 95 | -5 | 8
CCC(=O)NCCSc1c[nH]c2ccccc12 | 9 | 0 | 7 | nt | -10 | 92 | 93 | -3 | -2
CCNC(=S)NC1CC2CCCC(C1)N2Cc1ccco1 (centres undefined) | 12 | 1 | 5 | 1.4 | 27 | 94 | 93 | 6 | 5
O=C1c2cc([N+](=O)[O-])cc3cc([N+](=O)[O-])cc(c23)C(=O)N1c1ccccn1 | 14 | 11 | 13 | -0.1 | -63 | 103 | 106 | 6 | 7
CC(C)C(NC(=O)OCc1ccccc1)C(=O)NCC(=O)OC(C)(C)C (centres undefined) | -9 | 5 | 4 | 4.3 | 7 | 103 | 101 | 0 | 5
Cc1cccc(C)c1Nc1c(-c2ccsc2)nc2ncccn12 | 1 | 5 | 5 | 1.9 | 7 | 87 | 90 | 6 | -4
CC(C)(C)C(=O)NNC(=O)C1CC1(c1ccccc1)c1ccccc1 (centres undefined) | 0 | 0 | 3 | -0.6 | 3 | 102 | 108 | -6 | -1
Cn1c(=O)c(=O)n(C)c2cc(N3CCCC3)c(NS(=O)(=O)c3ccc(Cl)cc3)cc21 | 17 | 4 | 17 | -3.3 | 7 | 97 | 104 | 2 | 2

Complete entries as entered above:
CC(C)C(NC(=O)OCc1ccccc1)C(=O)NCC(=O)OC(C)(C)C (centres undefined) across the screens: MCL1 BIM primary = -9; GRK2 inh = 5; BCLXL inh = 4; MEX-5 binding = 4.3; VLA-4 inh = 7; AGP1-GFP MLPCN = 103; CIT2 TOR yeast = 101; Fam108B inh = 0; GLD-1 TGE inh = 5
CCNC(=S)NC1CC2CCCC(C1)N2Cc1ccco1 (centres undefined) across the screens: MCL1 BIM primary = 12; GRK2 inh = 1; BCLXL inh = 5; MEX-5 binding = 1.4; VLA-4 inh = 27; AGP1-GFP MLPCN = 94; CIT2 TOR yeast = 93; Fam108B inh = 6; GLD-1 TGE inh = 5

Continued:
SMILES | MCL1 BIM primary | GRK2 inh | BCLXL inh | MEX-5 binding | VLA-4 inh | AGP1-GFP MLPCN | CIT2 TOR yeast | Fam108B inh | GLD-1 TGE inh
Cc1ccc(C(=O)NC(C)c2ccc3c(c2)OCO3)s1 (centres undefined) | 4 | 1 | 2 | -0.7 | 12 | 107 | 98 | 0 | 3
CCOc1ccccc1Nc1ccc(C(=O)O)cc1[N+](=O)[O-] | 3 | 4 | 3 | 0.4 | 10 | 94 | 111 | 3 | 8
CCOC(=O)c1c(NC(=O)C(NCCN(C)C)c2ccccc2)sc2c1CCCC2 (centres undefined) | 6 | 0 | 4 | -2.6 | 12 | 97 | 106 | 6 | 6
Cc1onc(-c2c(F)cccc2Cl)c1C(=O)NCC1COc2ccccc2O1 (centres undefined) | 0 | 0 | 1 | 1.6 | 5 | 103 | 103 | -1 | 8
COc1ccc(O)c(C2(O)C(=O)c3ccccc3C2=O)c1 | 5 | 4 | 2 | -0.4 | -1 | 108 | 97 | -1 | -4
COc1cccc(N2CCN(c3ccc(S(=O)(=O)N4CCN(C)CC4)cc3[N+](=O)[O-])CC2)c1 | nt | 0 | nt | nt | -3 | 97 | 106 | nt | -4
CCCCSc1nc(C)c(C(C)=O)cc1C#N | 0 | 2 | 7 | -0.6 | 1 | 95 | 111 | 2 | 1
CCO[C@@H]1OC(C(=O)N2CCN(Cc3ccccc3)CC2)=C[C@H](c2cn(C(C)=O)c3ccccc23)[C@H]1CCCO | 0 | 2 | 1 | -2.2 | 14 | 97 | 104 | 4 | -3
C/C(=N\NC(=S)NCc1ccccc1)c1ccc(Br)cc1 | 3 | 1 | -1 | 1.2 | 9 | 115 | 119 | -20 | 5
CCCN(CC(=O)Nc1ccccc1OC)C(=O)c1cnc(Cl)c(Cl)c1 | 12 | 5 | 6 | 0.9 | 8 | 99 | 107 | -1 | 1
COc1ccc(-c2nnc(COc3ccc4ccccc4c3)o2)cc1OC | 1 | 0 | 1 | 2.2 | -12 | 88 | 80 | -9 | 6
COc1ccc(CC2(CO)CCN(CC3=Cc4cc(Cl)ccc4OC3)CC2)cc1 | 1 | 4 | 2 | 0.3 | 0 | 93 | 93 | 0 | 5
O=C(CCCc1ccccc1)c1ccccc1 | -1 | 3 | 4 | 0.7 | 6 | 71 | 85 | 0 | 1
COc1ccc(NS(=O)(=O)c2ccc(C)c(C(=O)N(C)CCc3ccc(OC)c(OC)c3)c2)cc1 | 1 | 2 | 1 | 2.8 | 3 | 109 | 90 | 1 | 4
COc1ccc2ccccc2c1/C=N/NC(=O)c1ccc([N+](=O)[O-])cc1 | -5 | 0 | -2 | 0.8 | 4 | 97 | 97 | -2 | -3
COc1ccccc1-c1nnc(NC(=O)C(C)SC2=NCCS2)s1 (centres undefined) | 4 | 0 | 2 | -1.2 | 13 | 91 | 86 | -1 | 2
CN(C)C1=NCCN1CCc1ccc(F)cc1 | -6 | 0 | 0 | nt | 46 | 109 | 101 | 4 | -7
O=C(COC(=O)c1ccc(S(=O)(=O)N2CCCC2)cc1)Nc1ccc(F)cc1F | 1 | 2 | -1 | 0.7 | 2 | 93 | 82 | 1 | -5

Bioassay records from PubChem BioAssay.
